# From PubChem BioAssay
# GLP-1R agonist = qHTS of GLP-1 Receptor Agonists; Glucagon-like peptide 1 receptor (Homo sapiens), P43220; HEK293 GLP-1R CRE-luciferase, luminescence, 4-6 h; cells express a hypersensitive GLP-1R form; Potency, µM (titrated, usually from 45.6 µM), for the others: at the top dose activation, hits mostly activators; 0.007% of 380,000 active; AID 624172, 2012; also: % of control where 0% means no effect
# Target sequence (P43220 whole entry, looked up): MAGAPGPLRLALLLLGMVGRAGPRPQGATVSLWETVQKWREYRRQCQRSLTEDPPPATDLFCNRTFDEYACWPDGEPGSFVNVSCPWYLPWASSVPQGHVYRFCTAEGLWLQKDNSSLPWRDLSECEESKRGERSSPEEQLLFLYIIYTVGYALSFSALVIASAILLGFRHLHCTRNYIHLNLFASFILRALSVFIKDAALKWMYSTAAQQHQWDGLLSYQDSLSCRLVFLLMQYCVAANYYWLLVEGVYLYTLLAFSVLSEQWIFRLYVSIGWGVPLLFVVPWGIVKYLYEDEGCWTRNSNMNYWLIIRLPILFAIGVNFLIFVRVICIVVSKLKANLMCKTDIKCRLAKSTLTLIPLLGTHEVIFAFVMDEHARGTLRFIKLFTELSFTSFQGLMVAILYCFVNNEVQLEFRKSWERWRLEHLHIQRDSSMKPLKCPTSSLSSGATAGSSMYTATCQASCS
# HEK293 tox = qHTS of GLP-1 Receptor Inverse Agonists: Cytotox Screen. Potency, µM (doses to about 38.3 µM), without a hit: top-dose activity change, negative = inhibition, hits mostly inhibitors. 0.13% of 410,000 active. HEK293 cAMP-luciferase reporter cells, luminescence, 24 h. AID 624418, 2012;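 also: loss of luciferase light is scored as toxicity; % is scaled to controls: 0 for no effect and ±100 for the full control effect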
#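 Step one: seed cells (200 cells/uL, DMEM with 10% Nu serum, 1% pen-strep). Step two: 12-hour incubation at 37 deg C. Step three: pin 23 nL compound, incubate 24 hr. Step four: add luciferase reagent, read luminescence 12 min later.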
# KB-V1 cytotox = qHTS assay for MDR1-selective chemotherapeutics: Primary screen using the drug-selected MDR subline cells KB-V1. 3.4% of 400,000 active. AID 1347076, 2019. KB-V1 MDR cells viability, CellTiter-Glo, 72 h. Potency, µM (doses to about 46.1 µM), inactives show at the top dose activity change, negative = cytotoxicity, hits mostly cytotoxic; also: % is scaled to controls: 0 for no effect and ±100 for the full control effect; nearly all actives have a fitted effect of over 60% in size
#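 In this primary screen, KB-V1 cells overexpressing P-gp are incubated with library compounds (lowest to highest concentration) for 72 h at 37 degrees C before a luminescent ATP viability read.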
# SW480 rereplic = A quantitative high throughput screen for small molecules that induce DNA re-replication in SW480 colon adenocarcinoma cells | SW480 DNA re-replication, Hoechst DNA content imaging, 48 h | Potency, µM (top dose mostly 46.1 µM), for the others: at the highest dose re-replication activation, actives largely listed as activators | 1.8% of 340,000 active; also: % of control where 0% means no effect; nearly all actives have a fitted effect of over 55% in size
#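 Treated cells incubate 48 hr (37 C, 5% CO2), are stained 40 min with Hoechst, and nuclear fluorescence is enumerated; a rise in nuclei with high DNA signal marks re-replication.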
# HT1080-NT tox = qHTS for induction of synthetic lethality in tumor cells producing 2HG: qHTS for the HT-1080-NT fibrosarcoma cell line; HT-1080-NT fibrosarcoma viability, CellTiter-Glo ATP luminescence, 48 h; Potency, µM (titrated, usually from 46.1 µM), without a hit: at the highest dose activity, negative = less viability, most hits filed as cytotoxic; 1.6% of 360,000 active;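 also: NT is the 2HG producing partner of a matched IDH1 knockdown line; 0% = DMSO-treated cells and -100% = media-only wells without cells; nearly all actives have a fitted effect of over 55% in size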
#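 HT-1080-NT fibrosarcoma cells (2HG-overproducing), 750 cells/well in RPMI with 5% FBS, dosed after 2 h and incubated 48 h at 37C. CellTiter-Glo luminescence normalized to DMSO and no-cell wells; concentration-response curves fitted and classed.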
# KB-3-1 tox = qHTS assay for MDR1-selective chemotherapeutics: Primary screen using the parental adenocarcinoma cell KB-3-1; Potency, µM (series often up to 46.1 µM), for the others: at the highest dose activity change, negative = cytotoxic, actives largely listed as cytotoxic; KB-3-1 viability, CellTiter-Glo ATP luminescence, 72 h; 1.4% of 400,000 active; also: % is scaled to controls: 0 for no effect and ±100 for the full control effect; nearly all actives have a fitted effect of over 60% in size
#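 Cytotoxicity measured as CellTiter-Glo luminescence after 72 h at 37 C. Compound titrations were pinned onto drug-naive KB-3-1 parental adenocarcinoma cells grown in DMEM with 10% FBS, and normalized data fitted to concentration-response curves.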
# GLP-1R inv ag = qHTS of GLP-1 Receptor Inverse Agonists (Inhibition Mode) | HEK293 GLP-1R CRE-luciferase, luminescence, 24 h; GLP-1R form is constitutively active | Potency, µM (series often up to 38.3 µM), for the others: top-dose activity change, negative = inhibition, hits mostly inhibitors | 1.6% of 410,000 active | AID 624417, 2012; also: % is scaled to controls: 0 for no effect and ±100 for the full control effect; nearly all actives have a fitted effect of over 55% in size
#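 Inverse agonism was detected as reduced cAMP-driven luciferase luminescence after 24 h compound treatment. The cells were HEK293 clones expressing constitutively active human GLP-1R with the reporter. Reporter-only and GPR119 cell lines served as counterscreen controls.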
# TDP43 rescue = qHTS of TDP-43 Inhibitors | TDP-43 expressing yeast growth rescue, BacTiter-Glo, 24 h | Potency, µM (series often up to 46.1 µM), without a hit: top-dose growth rescue (activation), most hits filed as activators | 1.8% of 410,000 active | AID 652104, 2013; also: % of control where 0% means no effect; nearly all actives have a fitted effect of over 50% in size
#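 Yeast expressing TDP-43 (pregrown in raffinose, seeded at OD600=0.02 in galactose medium) exposed to compounds 24 hr at 30 deg C. Growth read by BacTiter-Glo luminescence; rescue of toxicity appears as increased signal.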
# HT1080 IDH1KD tx = qHTS for induction of synthetic lethality in tumor cells producing 2HG: qHTS for the HT-1080-IDH1KD cell line; Potency, µM (highest dose often 46.1 µM), without a hit: at the highest dose activity, negative = toxicity, usual class: cytotoxic; 2% of 360,000 active; HT-1080 IDH1 knockdown viability, ATP luminescence, 48 h;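 also: 0% = DMSO wells and -100% = cell-free medium wells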
#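 Knockdown cells (IDH1KD HT-1080) received compounds 2 h after plating at 750 cells/well and were kept 48 h at 37 °C in 5% FBS RPMI. A CellTiter-Glo luminescence read gave % activity for curve fitting.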
# Active calls of the source: *; ? = inconclusive; . = no result given; [ ] = remark or other dose. Calls follow the shape of the dose curve; as a rule, active = well fitted curve in the direction sought with a large enough effect; inconclusive = small, poorly fitted or top-dose-only effect, or another doubt; inactive = no such curve, though single readings can be large; an effect the other way counts as inactive or inconclusive. Potency is read from the fitted curve at half-maximal effect. This is a random part of the collection (roughly 9.4% active in at least one column).
no.	structure	GLP-1R agonist	HEK293 tox	KB-V1 cytotox	SW480 rereplic	HT1080-NT tox
1	COc1ccc(CCNC(=O)c2cnn(-c3ccc(F)cc3)c2C2CCN(C(=O)OC(C)(C)C)CC2)cc1OC	.	-8%	11%	.	.
2	Cc1oc(-c2ccccc2F)nc1CS(=O)(=O)CC(=O)NCCCN(C)C1CCCCC1	-7%	-8%	-10%	-5%	2%
3	COc1ccccc1CNC(=O)c1cnc(SC)nc1C	.	-5%	6%	.	.
4	CCC1Oc2ccc(C)cc2N(CC(=O)N(Cc2ccc(C)o2)C2CCCC2)C1=O (stereo not given)	-17%	-37%	?	?	1%
5	O=C(COc1ccccc1[N+](=O)[O-])Nc1ccc2c(c1)OCO2	9%	-6%	6%	-6%	-1%
6	O=C(N/N=C/c1cccnc1)c1ccc(NC(=O)C(c2ccccc2)c2ccccc2)cc1	-4%	21%	-3%	-4%	-11%
7	O=C(O)c1ccc(Cl)c(S(=O)(=O)Nc2ccc(S(=O)(=O)N3CCCC3)cc2)c1	-7%	-4%	16%	2%	3%
8	Cc1ccccc1N1CCN(CC(=O)Nc2nccs2)CC1	-1%	9%	?	0%	7%
9	CC1(C)CC[C@]2(C(=O)O)CC[C@]3(C)C(=CC[C@@H]4[C@@]5(C)CC[C@H](O)C(C)(C)[C@@H]5CC[C@]43C)[C@@H]2C1	9%	-3%	-5%	-38%[inhibitor]	16%
10	O=C(N=C1SC2CS(=O)(=O)CC2N1Cc1ccc(F)cc1)C1CC1 (stereo not given)	1%	-22%	1%	-3%	-5%
11	Cc1cc(C)nc(SCC(=O)c2ccc([N+](=O)[O-])cc2)n1	0%	-8%	-1%	-2%	11%
12	Cc1c(Cl)c([N+](=O)[O-])nn1CC(=O)N1CCCC1	4%	5%	4%	-11%	15%
13	CCc1nn(CC(=O)N2CCN(c3cccc(OC)c3)CC2)c(=O)c2cc3occc3n12	.	1%	-2%	.	.
14	O=C(c1ccccc1Cl)N(Cc1ccccc1F)N1C(=O)CCCC1=O	3%	-20%	2%	-10%	10%
15	CN(C)S(=O)(=O)c1ccc(C(=O)Nc2nnc(SCc3cccc4ccccc34)s2)cc1	-10%	12%	1%	2%	?

no.	KB-3-1 tox	GLP-1R inv ag	TDP43 rescue	HT1080 IDH1KD tx
1	-2%	?	9%	.
2	-1%	?	0%	4%
3	1%	16%	18%	.
4	?	4.5µM*	?	-4%
5	16%	11%	?	9%
6	?	1%	0%	-1%
7	6%	-4%	13%	9%
8	7%	4%	1%	3%
9	0%	7%	0%	2%
10	-2%	9%	-7%	-1%
11	12%	5%	?	2%
12	25%	9%	5%	2%
13	-4%	12%	7%	.
14	7%	4%	-21%	16%
15	0%	18%	-11%	?

# The results go on.
no.	structure	GLP-1R agonist	HEK293 tox	KB-V1 cytotox	SW480 rereplic	HT1080-NT tox
16	CC(=O)Nc1cccc2c1C(=O)N(c1ccccc1OC(C)=O)C2=O	-5%	2%	-8%	-6%	10%
17	CC1CN(C(=O)Cn2cc(SCC(=O)N3CCOCC3)c3ccccc32)CC(C)O1 (stereo not given)	-5%	3%	0%	?	-11%
18	Cc1cccc(C)c1NC(=O)C(C)N1CCCCC1 (stereo not given)	8%	-5%	13%	-5%	11%
19	COc1ccc(NC(=O)c2ccc(Br)o2)cc1	-3%	-7%	3%	-9%	-3%
20	CCc1nnc(NC(=O)CSc2nc(-c3ccccc3)cc(-c3ccc(OC)cc3)c2C#N)s1	-2%	2%	0%	0%	17%
21	COc1ccc(N2CCN(C(=O)CCS(=O)(=O)c3ccc4c(c3)CCN4C(=O)C3CC3)CC2)cc1	-4%	-4%	0%	5.8µM*	3%
22	Cc1ccc(-n2nnc3c(=O)n(CC(=O)N4CCOCC4)cnc32)cc1	-3%	-8%	13%	-11%	0%
23	Cc1ccc(N=C2C(=O)Nc3c(C)cccc32)cc1	3%	-21%	3%	-2%	3%
24	COc1cc(OC)cc(C(=O)N(Cc2ccco2)c2c(N)n(Cc3ccccc3)c(=O)[nH]c2=O)c1	-1%	6%	-30%	-5%	4%[9.24 µM]
25	O=C(c1[nH]ncc1-c1ccc(Cl)cc1)C1CO1 (stereo not given)	8%	0%	-26%	16µM*	?
26	CCCOc1ccc(C(=O)CCC(=O)NNC(=O)c2ccncc2)cc1	1%	16%	5.8µM*	2%	4%
27	CCc1nc(SCC(=O)NCCc2ccccc2)c2oc3ccccc3c2n1	2%	1%	18µM*	0%	7%
28	CC(=O)c1ccc(S(=O)(=O)NCCC(=O)OC(C)C(=O)Nc2ccc(F)cc2)cc1 (stereo not given)	8%	9%	0%	4%	-4%
29	Cc1[nH]c2ccc(C(=O)NCCCN(C)C3CCCCC3)cc2c1C	1%	5%	-1%	-16%	-7%
30	Cc1cc(C)c(NC(=O)COC(=O)c2cccc3c2C(=O)c2ccccc2C3=O)c(C)c1	4%	-13%	?	-6%	-6%

no.	KB-3-1 tox	GLP-1R inv ag	TDP43 rescue	HT1080 IDH1KD tx
16	7%	-16%	-19%[0.397 µM]	12%
17	2%	17%	-8%	0%
18	8%	1%	-5%	7%
19	-10%	14%	25%	9%
20	-13%	6%	5%	18%
21	-9%	10%	3%	-5%
22	-6%	9%	-2%	-2%
23	4%	10%	11%	5%
24	-17%	1%	7%	1%
25	-6%	11µM*	-16%	?
26	?	4%	10%	-1%
27	-21%	0%	7%	7%
28	14%	44%[activator]	-10%	2%
29	11%	?	-16%	-6%
30	?	75%[activator]	20%	-5%

# Six compounds from above, limited to GLP-1R agonist and HT1080 IDH1KD tx.
nr | mol | GLP-1R agonist | HT1080 IDH1KD tx
24 | COc1cc(OC)cc(C(=O)N(Cc2ccco2)c2c(N)n(Cc3ccccc3)c(=O)[nH]c2=O)c1 | -1% | 1%
25 | O=C(c1[nH]ncc1-c1ccc(Cl)cc1)C1CO1 (stereo not given) | 8% | ?
26 | CCCOc1ccc(C(=O)CCC(=O)NNC(=O)c2ccncc2)cc1 | 1% | -1%
27 | CCc1nc(SCC(=O)NCCc2ccccc2)c2oc3ccccc3c2n1 | 2% | 7%
28 | CC(=O)c1ccc(S(=O)(=O)NCCC(=O)OC(C)C(=O)Nc2ccc(F)cc2)cc1 (stereo not given) | 8% | 2%
29 | Cc1[nH]c2ccc(C(=O)NCCCN(C)C3CCCCC3)cc2c1C | 1% | -6%

# The main list resumes; the 2 compounds before the break are reprinted first.
no.	structure	GLP-1R agonist	HEK293 tox	KB-V1 cytotox	SW480 rereplic	HT1080-NT tox
29	Cc1[nH]c2ccc(C(=O)NCCCN(C)C3CCCCC3)cc2c1C	1%	5%	-1%	-16%	-7%
30	Cc1cc(C)c(NC(=O)COC(=O)c2cccc3c2C(=O)c2ccccc2C3=O)c(C)c1	4%	-13%	?	-6%	-6%
31	COc1cc(NC(=O)COC(=O)Cn2cnc3c2c(=O)n(C)c(=O)n3C)cc(OC)c1	6%	1%	21%	-2%	8%
32	C/C(=N/N=C/c1ccccc1O)c1ccccc1O	9%	15%	-6%	0%	-7%
33	O=C(CO)N/N=C/c1cccc(Cl)c1Cl	-8%	-10%	-27%	4%	-4%
34	O=C(O)CC12CC3CC(C1)CC(n1ncc(NCc4ccc(F)cc4Cl)c(Cl)c1=O)(C3)C2	-5%	-5%	?	-21%	2%
35	CN(C)C(=O)/C(=C/c1cn(-c2ccccc2)nc1-c1cccc([N+](=O)[O-])c1)NC(=O)c1ccccc1	2%	-5%	1%	3%	10%
36	CCOC(=O)N1CCN(C(c2ccc(C(C)C)cc2)c2sc3nc(C)nn3c2O)CC1 (stereo not given)	-6%	-35%	12%	1%	-3%
37	S=c1[nH]nc(CSCCOc2ccccc2)o1	-2%	-21%	6%	-131%[inhibitor]	17%
38	CCC/C=C/c1ccc(CN2C(CC(C)C)C(=O)N(Cc3cn(Cc4ccco4)nn3)CCS2(=O)=O)cc1 (stereo not given)	-2%	-26%	?	.	?
39	CCCCOc1ccc(C(=O)N=c2sccn2C)cc1OC	11%	1%	29%	3%	2%
40	CCCn1c(=N)n(CCOc2ccc(OC)cc2)c2ccccc21	1%	-24%	-7%	1%	?
41	Cc1cnc(NC(=O)Cc2ccc(Br)cc2)s1	-1%	-3%	2%	6%	0%

no.	KB-3-1 tox	GLP-1R inv ag	TDP43 rescue	HT1080 IDH1KD tx
29	11%	?	-16%	-6%
30	?	75%[activator]	20%	-5%
31	10%	2%	16%	0%
32	0%	-18%	-7%	-6%
33	-28%	26%	15%	1%
34	1%	-11%	15%	1%
35	-10%	8%	-8%	-4%
36	28%	-2%	10%	4%
37	-1%	2%	12%	11%
38	?	?	1%	?
39	24%	96%[activator]	27%	-1%
40	?	?	13%	?
41	-1%	-17%	8%	4%
